POLH inh – blocks human DNA polymerase eta activity | Q9Y253 | recombinant Pol eta, fluorescent DNA replication assay | Potency, µM (series often up to 114 µM), inactives show at the top dose activity change, negative = inhibition, actives largely listed as inhibitors | hit rate 1.2% among 390,000 | AID 588591; also: % is scaled to controls: 0 for no effect and ±100 for the full control effect
Target sequence (Q9Y253 whole entry, looked up): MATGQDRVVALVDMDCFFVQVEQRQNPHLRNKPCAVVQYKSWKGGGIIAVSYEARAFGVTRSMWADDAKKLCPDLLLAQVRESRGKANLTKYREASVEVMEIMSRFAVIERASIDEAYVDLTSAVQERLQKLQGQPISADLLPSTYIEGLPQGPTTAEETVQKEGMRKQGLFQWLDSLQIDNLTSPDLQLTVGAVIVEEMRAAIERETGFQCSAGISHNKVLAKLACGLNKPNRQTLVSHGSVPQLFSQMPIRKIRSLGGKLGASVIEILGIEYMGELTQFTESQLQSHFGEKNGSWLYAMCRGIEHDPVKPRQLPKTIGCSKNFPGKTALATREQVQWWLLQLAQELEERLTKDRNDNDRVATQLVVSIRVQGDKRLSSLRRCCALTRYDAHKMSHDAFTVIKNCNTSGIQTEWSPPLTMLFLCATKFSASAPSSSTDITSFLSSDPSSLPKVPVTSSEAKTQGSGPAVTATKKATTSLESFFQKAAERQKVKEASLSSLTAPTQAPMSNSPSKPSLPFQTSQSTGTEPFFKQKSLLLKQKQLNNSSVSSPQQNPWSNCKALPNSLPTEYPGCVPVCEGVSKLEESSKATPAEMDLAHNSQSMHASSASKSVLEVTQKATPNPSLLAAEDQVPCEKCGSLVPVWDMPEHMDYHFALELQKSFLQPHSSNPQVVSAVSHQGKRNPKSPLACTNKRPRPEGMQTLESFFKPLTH
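Fluorescent replication assay: 50 nM final substrate added after a 15 min room-temperature compound preincubation with 10 nM enzyme. Signal taken at 0 min and again at 10 min.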
BAZ2B block – inhibitors of human BAZ2B bromodomain | Q9UIF8 | AlphaScreen BAZ2B-H3K14Ac peptide displacement | Potency, µM (titrated, usually from 114 µM), inactives show top-dose activity change, negative = inhibition, most hits filed as inhibitors | hit rate 4.4% among 360,000; also: % is scaled to controls: 0 for no effect and ±100 for the full control effect; nearly all actives have a fitted effect of over 60% in size
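AlphaScreen displacement of biotin-H3(5-23)K14Ac peptide (50 nM final) from BAZ2B (50 nM final) in PBS pH 7.4, 0.01% Tween-20; complex preformed 30 min RT, then compounds (top 110 uM) 30 min RT, beads 20 min dark.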
Pol beta inh – DNA polymerase beta (human) inhibition. P06746. Pol beta primer extension/strand displacement, fluorescence kinetic. Potency, µM (top dose mostly 114 µM), inactives show at the top dose activity change, negative = inhibition, most hits filed as inhibitors. hit rate 1.3% among 340,000. AID 485314; also: % is scaled to controls: 0 for no effect and ±100 for the full control effect
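Pol beta (10 nM) was preincubated with compound for 15 min at room temperature. The reaction was then started with 50 nM substrate and read immediately and after a further 10 min at room temperature.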
Apoferritin bind – candidate novel general anesthetic via apoferritin binding. P02791. apoferritin/1-aminoanthracene competitive binding, fluorescence. Potency, µM (series often up to 77.5 µM), for the others: at the top dose activity change, negative = displacement, most hits filed as inhibitors. hit rate 0.074% among 350,000; also: % is scaled to controls: 0 for no effect and ±100 for the full control effect; nearly all actives have a fitted effect of over 20% in size
Target sequence (P02791 2-175 limits assumed): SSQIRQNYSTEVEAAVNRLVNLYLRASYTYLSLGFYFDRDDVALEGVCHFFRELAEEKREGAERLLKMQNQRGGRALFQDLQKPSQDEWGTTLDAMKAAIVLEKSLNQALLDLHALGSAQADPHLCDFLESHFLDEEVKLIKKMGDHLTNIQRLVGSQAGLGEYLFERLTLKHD
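In PBS, apoferritin at 10 uM is loaded with 1-AMA from a 50% saturated solution. After 10 min of compound exposure at ambient temperature, reduced 535 nm fluorescence indicates probe displacement.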
Pol kappa inh – DNA polymerase kappa (human) inhibition; purified Pol kappa, fluorescent DNA synthesis assay, 10 min; Potency, µM (highest dose often 107 µM), inactives show at the top dose activity, negative = inhibition, actives largely listed as inhibitors; hit rate 0.53% among 400,000; also: % is scaled to controls: 0 for no effect and ±100 for the full control effect
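Enzyme at 10 nM met test compounds for 15 min at room temperature. Substrate addition (50 nM final) began the reaction, which was monitored by fluorescence at 0 and 10 min.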
Pol iota inh – DNA polymerase iota (human) inhibition; Pol iota fluorescent replication assay, 10 min; Potency, µM (series often up to 115 µM), without a hit: top-dose activity, negative = inhibition, usual class: inhibitors; hit rate 1% among 390,000; AID 588590
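Pol iota at 10 nM preincubated 15 min with compounds at room temperature; reaction started with fluorescent substrate, 50 nM final. Fluorescence read kinetically at 0 and 10 min; buffer-only wells as negative control.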
APEX1 inh – APE1 (human) endonuclease inhibition; recombinant APE1, TAMRA/BHQ-2 abasic DNA cleavage fluorescence; Potency, µM (titrated, usually from 65.8 µM), inactives show at the highest dose activity change, negative = inhibition, most hits filed as inhibitors; hit rate 0.35% among 350,000; AID 2517;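 also: plate controls were vehicle for no effect and reference inhibitor for full effect; nearly all actives have a fitted effect of over 55% in size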
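Quantitative HTS: incision of a TAMRA/BHQ-2 double-stranded substrate bearing a tetrahydrofuran abasic site by 0.75 nM APE1 raises fluorescence. Substrate 50 nM final, added after 15 min compound preincubation at room temperature; progress as third-minus-first kinetic read difference.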
G9a inh – inhibitors of human histone lysine methyltransferase G9a; Q96KQ7; G9a H3K9 monomethylation, AlphaScreen, 2 h; Potency, µM (doses to about 102 µM), for the others: at the top dose activity, negative = inhibition, most hits filed as inhibitors; hit rate 8.8% among 350,000; AID 504332; also: % is scaled to controls: 0 for no effect and ±100 for the full control effect; nearly all actives have a fitted effect of over 75% in size
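Step 1: enzyme (final 20 nM) with compound, 15 min RT. Step 2: substrate peptide 500 nM and SAM 20 uM, 2 h RT. Step 3: anti-H3K9me1 antibody and AlphaScreen beads, 10 min, then plate read.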
BLM helicase inh – inhibitors of human Bloom syndrome helicase BLM. hit rate 0.2% among 350,000. recombinant BLM DNA unwinding, fluorescence dequenching. P54132. Potency, µM (top dose mostly 56.1 µM), without a hit: at the top dose activity change, negative = inhibition, hits mostly inhibitors;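 also: plate controls were vehicle for no effect and no enzyme for full effect; nearly all actives have a fitted effect of over 35% in size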
An asterisk follows results filed as active; ? = inconclusive; / = no result given; [ ] = dose if it differs, or a comment. Calls follow the shape of the dose curve; as a rule, active = well fitted curve in the direction sought with a large enough effect; inconclusive = small, poorly fitted or top-dose-only effect, or another doubt; inactive = no such curve, though single readings can be large; an effect the other way counts as inactive or inconclusive. Potency is read from the fitted curve at half-maximal effect. An excerpt; the hit share may differ from the screen's.

1) Cc1c(NC(=O)C(C)n2cc([N+](=O)[O-])cn2)c(=O)n(-c2ccccc2)n1C (stereo unspecified)
2) Cc1ccc(C(=O)NCCN2CCOCC2)cc1Cl
3) Brc1ccc(CNCC2CCCO2)cc1 (stereo unspecified)
4) CC1=CC=CN2C1=NC(=O)CC2(C)C(=O)N(CC(=O)NC1CCCC1)c1cc(C)cc(C)c1 (stereo unspecified)
5) Cc1nn(C)c(C)c1NC(=O)CCSc1nc(-c2ccco2)cc(C(F)(F)F)n1
6) Nc1ncnc2c1ncn2[C@@H]1O[C@H](CNCc2ccccc2OCC(=O)N2CCCCC2)[C@@H](O)[C@H]1O
7) COc1ccc(/C=N/NC(N)=S)cc1OC(=O)c1cccc2ccccc12
8) CS(=O)(=O)N(CC(=O)NCCSC1CCCCC1)c1cccc(F)c1
9) CCc1ccc(OCC(=O)NC(NC(=S)Nc2ccccc2C)C(Cl)(Cl)Cl)cc1 (stereo unspecified)
10) CCCC(C(=O)NC1CCCC1)N(C(=O)Cn1nnc(-c2ccc(C)o2)n1)C1CCCC1 (stereo unspecified)

Assay by compound,1,2,3,4,5,6,7,8,9,10
POLH inh,-13%,1%,-28%,-30%,-17%,-23%,-15%,-23%,-1%,-6%
BAZ2B block,1%,16%,13%[0.457 µM],-11%,5%,/,?,-2%,-16%,-3%
Pol beta inh,16%,9%,26%,14%,-17%,/,-1%,-19%,3%,14%
Apoferritin bind,3%,-6%,-13%,-3%,1%,/,-13%,-8%,-12%,-24%
Pol kappa inh,-1%,-3%,-2%,-18%,-7%,10%,-10%,-9%,-2%,-9%
Pol iota inh,135%[activator],-12%,12%,32%[activator],-1%,67%[activator],4%,21%,86%[activator],-15%
APEX1 inh,-3%,-3%,-5%,11%,0%,15%,5%,1%,3%,-2%
G9a inh,27%,0%[59 µM],/,-5%,-4%[12.7 µM],/,7%,0%[59 µM],-6%[59 µM],11µM*
BLM helicase inh,-1%,-2%,3%,-3%,-1%,/,-7%,-2%,-2%,-29%

11) CCN(CC)CCn1c2c(c(SCC(=O)Nc3ccccc3Cl)nc1=O)CCC2
12) C=CCNc1nnc(-c2ccncc2)s1
13) CC(=O)Nc1ccc(SCC(=O)N(CCC#N)c2cc(C)cc(C)c2)cc1
14) Cc1cc(C)c2c(n1)nn1c(C)c(CCC(=O)Nc3cccc(C)c3C)c(C)nc21
15) COc1ccccc1-n1c(CNC(=O)c2cccs2)n[nH]c1=S
16) CCCc1cc(=O)[nH]c(SCC(=O)CSc2nc(CCC)cc(=O)[nH]2)n1
17) Cc1ccc(NC(=O)Cn2c(=O)n(CC3CCCO3)c(=O)c3ccccc32)cc1 (stereo unspecified)
18) CCN1CCN(c2ccc(N3CCN(C(=O)c4ccc(Br)o4)CC3)nn2)CC1
19) O=C(O)c1ccc2c(c1)C(=O)N(CCCCCCCN1C(=O)c3ccc(C(=O)O)cc3C1=O)C2=O
20) CCN(c1cccc(C)c1)S(=O)(=O)c1cccc(C(=O)O)c1

Assay by compound,11,12,13,14,15,16,17,18,19,20
POLH inh,0%,2%,7%,8%,-19%,-14%,-10%,-13%,-17%,-7%
BAZ2B block,7%,7%,8%,3%,-17%,-2%,-2%,-3%,-33%,5%
Pol beta inh,/,26%,1%,28%,90%,13%,-16%,/,0%,-19%
Apoferritin bind,/,-6%,-19%,-9%,-18%,-8%,-1%,/,-12%,-7%
Pol kappa inh,0%,-10%,-15%,-2%,-3%,3%,-26%,-4%,-7%,-8%
Pol iota inh,24%,24%,7%,-23%,66%[activator],?,7%,-6%,33%[activator],36%[activator]
APEX1 inh,3%,1%,0%,/,-9%,2%,/,19%,42%,5%
G9a inh,-23%,10%,-10%[12.7 µM],-9%[59 µM],?,56µM*,-35%[59 µM],9%[2.33 µM],6%[0.501 µM],20%[59 µM]
BLM helicase inh,/,0%,-1%,-3%,-2%,0%,-5%,/,-5%,-1%

21) CC1CCCCC1NC(=O)COC(=O)c1ccc2c(c1Cl)C(=O)c1ccccc1C2=O (stereo unspecified)
22) CCOC(=O)c1cnc2c(ccc3ccccc32)c1Nc1ccccc1O
23) CC(NC(=O)c1ccccc1F)c1nnc(SCC(=O)N2CCN(c3ccccc3)CC2)n1C (stereo unspecified)
24) COc1ccc(NC(=O)COc2ccc3c(C)cc(=O)oc3c2)cc1S(=O)(=O)N1CCCCC1
25) O=C(CSc1nnc(-c2ccccc2)o1)N1CCCc2ccccc21
26) Cc1ccc(CCNC(=O)CN2C(=O)COc3ccc(S(=O)(=O)N4CCCC4)cc32)cc1
27) O=C(Nc1ccccc1)Nc1nc(-c2ccc(Cl)cc2)cs1
28) CCCCNCCOCCOc1ccccc1-c1ccccc1
29) C=CCNC(=S)NNC(=O)c1ccc(=O)n(Cc2ccc(Cl)cc2Cl)c1
30) COc1ccc(-n2c(=O)c3c4c(sc3n(CC(=O)NC3CCCC3)c2=O)CCCC4)c(OC)c1

Assay by compound,21,22,23,24,25,26,27,28,29,30
POLH inh,9%,-7%,-21%,-2%,-15%,-21%,-22%,-13%,-2%,-6%
BAZ2B block,?,-12%,-1%,8%,7%,-2%,6%,?,-10%,/
Pol beta inh,9%,-12%,86%,/,5%,-24%,-13%,2%,5%,74%
Apoferritin bind,4%,-8%,-6%,/,-18%,-11%,2%,-8%,-4%,-20%
Pol kappa inh,-23%,0%,-13%,0%,-7%,1%[60.1 µM],-14%,-8%,1%,-13%
Pol iota inh,-4%,-4%,147%[activator],21%,33%[activator],12%,5%,15%,11%,5%
APEX1 inh,16%,/,-1%,-4%,/,/,?,-5%,12%,-2%
G9a inh,-5%[59 µM],-13%[59 µM],36%[12.7 µM],11µM*,8%[59 µM],1%[59 µM],0%[59 µM],?,7%,-43%
BLM helicase inh,-6%,-4%,-2%,/,0%,2%,4%,-7%,-1%,-3%

31) O=C(N/C(=C/C=C/c1ccccc1)C(=O)N1CCCCC1)c1ccc([N+](=O)[O-])cc1
32) COc1ccc(CNc2nc(NCc3ccc(OC)cc3)c3ncn(C4CCCC4)c3n2)cc1
33) COc1cccc(OCc2nc3ccccc3n2CCOc2ccccc2C)c1
34) COC(=O)C1CCN(C(=O)COc2ccc(S(=O)(=O)N3CCOCC3)cc2Cl)CC1
35) COc1ccc(OC)c(NC(=S)N(CCc2c(C)[nH]c3ccc(C)cc23)Cc2cccs2)c1
36) O=C(c1cccc(S(=O)(=O)N2CCN(c3ccccc3)CC2)c1)N1CCCC(C(F)(F)F)C1 (stereo unspecified)
37) CCc1ccc2c(c1)/C(=N/N(C)C(=S)NC)C(=O)N2
38) Cc1ccc(C(=O)NNC(=O)c2cccnc2SCc2cccc([N+](=O)[O-])c2)cc1
39) C/C(=N\NC(=O)c1[nH]c2c([N+](=O)[O-])cc(C)cc2c1-c1ccccc1)c1cccnc1
40) Cc1ccc(NC(=O)CSCC(=O)Nc2ccccc2N2CCCC2)cc1
41) CCOC(=O)c1c(C)nc2c(c1-c1cc(OC)ccc1OC)C(=O)CC(C)(C)C2
42) COc1ccccc1N1CCN(CC(=O)Nc2cc(F)ccc2C)CC1
43) Cc1csc2nc(COc3ccc(NC(=O)COc4ccccc4F)cc3)cc(=O)n12

Assay by compound,31,32,33,34,35,36,37,38,39,40,41,42,43
POLH inh,-20%,-13%,?,0%,-22%,-23%,-7%,-11%,?,-16%,-3%,-11%,2%
BAZ2B block,-35%,/,2%,/,?,-21%,10µM*,3%,-3%,43%[activator],-12%,-9%,-4%
Pol beta inh,14%,/,-1%,/,?,/,1%,-4%,0%,/,1%,6%,11%
Apoferritin bind,-6%,/,45%[activator],/,-16%,/,-19%,2%,-19%,/,-10%,-10%,5%
Pol kappa inh,-4%,-3%,0%,-2%,-4%,3%,-13%,-2%,2%,9%,-31%,0%,-13%
Pol iota inh,20%,?,1%,-20%,13%,34%[activator],21%,67%[activator],?,?,3%,/,9%
APEX1 inh,2%,-18%,/,16%,-2%,39%,1%,-5%,-4%,-1%,-4%,-2%,/
G9a inh,50µM*,/,11%[59 µM],/,45µM*,-5%,-70%[59 µM],?,1%,11%[12.7 µM],-10%[12.7 µM],-2%[59 µM],?
BLM helicase inh,-13%,/,-9%,/,-12%,/,-2%,-1%,-12%,/,0%,-2%,-8%

Assay outcomes (PubChem BioAssay)
